Screens as filed in PubChem.
Efa HMGR inh: blocks class II HMG-CoA reductase of Enterococcus faecalis; inhibition, % at 10 µM; 190,000 tested, 0.41% active; purified E. faecalis HMGR, NADPH absorbance 340 nm kinetic;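 active = inhibition above a set limit, the median over all tested compounds plus 3 SD, cut at about 9.5% in these data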;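 also: enzyme runs in reverse so mevalonate oxidation gives rising NADPH absorbance; 0% = complete reaction with DMSO and 100% = background rate lacking mevalonate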
TNAP act hi DEA: activators of human TNAP at high phosphate acceptor concentration; P05186; purified TNAP, CDP-star luminescence, 1 M DEA, 30 min; hits give high values; 0 = EDTA background, 1 = DMSO-only activity; activation factor at 20 µM; 200,000 tested, under 10 active; AID 1136;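 active = activation factor at least 2 at 20 µM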
Target sequence (P05186 whole entry, looked up): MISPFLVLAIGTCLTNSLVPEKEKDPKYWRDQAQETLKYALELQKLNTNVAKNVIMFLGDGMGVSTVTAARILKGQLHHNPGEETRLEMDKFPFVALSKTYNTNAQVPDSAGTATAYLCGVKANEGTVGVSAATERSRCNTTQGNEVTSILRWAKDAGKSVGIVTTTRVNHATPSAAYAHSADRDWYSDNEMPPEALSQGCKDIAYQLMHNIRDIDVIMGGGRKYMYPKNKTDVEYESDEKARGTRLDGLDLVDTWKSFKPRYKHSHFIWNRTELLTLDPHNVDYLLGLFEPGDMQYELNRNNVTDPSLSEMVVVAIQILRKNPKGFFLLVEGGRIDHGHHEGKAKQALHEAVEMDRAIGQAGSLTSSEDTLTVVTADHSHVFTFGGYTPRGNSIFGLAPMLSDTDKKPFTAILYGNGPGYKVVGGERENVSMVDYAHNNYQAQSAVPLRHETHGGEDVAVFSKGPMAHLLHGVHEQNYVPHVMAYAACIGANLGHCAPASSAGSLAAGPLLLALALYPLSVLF
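Dosing: 20 µM single point. System: human TNAP. Amount: TNAP 1/800 final. Incubation: 30 min, room temperature. Read-out: TNAP activation factor scaled between EDTA and DMSO control wells. Signal: luminescence from CDP-star hydrolysis. Medium: 1 M DEA, pH 9.8, Mg2+, Zn2+. Control set: EDTA negative control, DMSO positive control.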
PPARg SRC-1 ag: promotes SRC-1 coactivator recruitment by human PPARgamma; P37231; PPARgamma-SRC-1 coactivator recruitment biochemical assay; activation, % at 8 µM; 200,000 tested, 0.41% active; AID 631; in the data active = activation above about 19%;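 also: 0% = DMSO and 100% = reference agonist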
Target sequence (P37231 whole entry, looked up): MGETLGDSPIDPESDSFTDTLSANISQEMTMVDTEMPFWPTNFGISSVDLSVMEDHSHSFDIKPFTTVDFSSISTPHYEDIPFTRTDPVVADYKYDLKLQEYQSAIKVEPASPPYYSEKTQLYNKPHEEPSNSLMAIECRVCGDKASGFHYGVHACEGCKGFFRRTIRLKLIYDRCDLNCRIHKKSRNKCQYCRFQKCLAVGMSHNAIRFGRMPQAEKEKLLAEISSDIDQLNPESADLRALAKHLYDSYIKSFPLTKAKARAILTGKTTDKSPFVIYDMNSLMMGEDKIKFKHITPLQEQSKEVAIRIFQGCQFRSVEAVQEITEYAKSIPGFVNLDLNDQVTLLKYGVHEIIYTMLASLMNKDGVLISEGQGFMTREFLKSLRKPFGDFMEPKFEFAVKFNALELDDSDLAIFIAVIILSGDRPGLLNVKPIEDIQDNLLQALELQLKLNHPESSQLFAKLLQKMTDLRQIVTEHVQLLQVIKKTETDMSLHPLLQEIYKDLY
PPARg SRC-3 ag: PPARgamma-driven SRC-3 recruitment agonism; AID 731; activation, % at 8 µM; 200,000 tested, 0.26% active; biochemical PPARgamma/SRC-3 coactivator recruitment assay; in the data active = activation above about 23%;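 also: 0% = DMSO and 100% = reference agonist; some compounds past the cut are filed as inactive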
TNAP inh no acc: inhibitors of human TNAP without phosphate acceptor; P05186; purified TNAP, CDP-star luminescence, 30 min; inhibition, % at 20 µM; 200,000 tested, 0.26% active; AID 1012;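 active = tissue-nonspecific alkaline phosphatase inhibition above about 50% at 20 µM in the single-dose screen, limit read from the data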;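 also: 0% = DMSO negative control and 100% = EDTA positive control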
PPARg SRC2 recr: promotes SRC-2 coactivator recruitment by human PPARgamma; P37231; PPARgamma LBD-SRC-2 recruitment, biochemical; activation, % at 8 µM; 200,000 tested, 0.34% active; AID 1032; in the data active = activation above about 22%;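 also: 0% = vehicle and 100% = reference agonist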
SRC2 TRFRET art: TR-FRET artefact, counter-screen to PPARgamma/SRC-2 agonist assay; 200,000 tested, 0.4% active; TR-FRET ratio at 8 µM; hits give high values; in the data active = TR-FRET ratio above about 2000; also: inactives centre near 1500
TNAP inh hi DEA: inhibitors of human TNAP at high phosphate acceptor concentration | 200,000 tested, 0.03% active | inhibition, % at 20 µM | P05186 | purified TNAP, CDP-star luminescence, 1 M DEA;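 active = over 50% inhibition of tissue-nonspecific alkaline phosphatase at 20 µM in the single-dose screen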;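 also: plate controls were DMSO wells for no effect and EDTA-quenched wells as full inhibition for full effect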
bIAP activator: intestinal alkaline phosphatase (bovine) activation; 200,000 tested, 0.17% active; purified bovine IAP, CDP-star luminescence, 30 min; hits give high values; fold of DMSO-control signal, blank-subtracted; activation factor at 20 µM;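 active = activation factor of 2 or more at 20 µM, a signal rise over negative controls twice the positive control's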
bIAP inhibitor: blocks bovine intestinal alkaline phosphatase activity. 190,000 tested, under 10 active. purified bovine IAP, CDP-star luminescence, 30 min. AID 1019. inhibition, % at 20 µM;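 active = over 50% inhibition of intestinal alkaline phosphatase at 20 µM in the single-dose screen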
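test system = bovine IAP enzyme | medium = DEA buffer 100 mM, pH 9.8, with MgCl2 1.0 mM, ZnCl2 0.02 mM | detection = luminescence | dosing = single compound dose of 20 µM, 2% DMSO final | incubation = 30 min reaction at room temperature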
Active calls of the source: *; / = no result given.

SMILES	Efa HMGR inh	TNAP act hi DEA	PPARg SRC-1 ag	PPARg SRC-3 ag	TNAP inh no acc	PPARg SRC2 recr	SRC2 TRFRET art	TNAP inh hi DEA	bIAP activator	bIAP inhibitor
COc1cc(-c2nnc(SCC(=O)N3c4ccccc4Sc4ccccc43)o2)cc(OC)c1OC	1	1	2	7	-2	-3	1583	0	0.9	15
CCOC(=O)COc1ccccc1C1Nc2ccccc2C(=O)N1c1cccc(Cl)c1 (stereo not given)	-2	1	-1	4	-1	2	1499	-4	1	-1
O=C1N(Cc2cccc(Cl)c2)C[C@@H]2C[C@@H](c3cccc4ncccc34)N3CCC[C@@]123	-6	1	0	4	-10	6	1516	-3	1	-4
O=c1cc(-c2ccccc2)nc(SCCOc2ccccc2Cl)[nH]1	-2	1.1	4	6	-10	1	1706	-5	0.9	14
COc1cccc(OCC(Cn2c(C)nc3ccccc32)OC(C)=O)c1 (stereo not given)	-5	1.1	-6	1	-3	-4	1622	-8	1	-1
O=C(CSc1nc(O)c(Cc2ccccc2)c(=O)[nH]1)Nc1nnc(SCc2ccccc2)s1	-4	1	6	4	-16	-1	1402	0	0.7	31
Cc1ccccc1NC(=O)C(=O)NCCc1c[nH]c2ccccc12	-12	1	-5	-3	-16	-7	1544	-3	1	2
O=C(NC(C(=O)NCCN1CCOCC1)C12CC3CC(CC(C3)C1)C2)C1CCCCC1 (stereo not given)	-9	1	4	-4	-2	1	1607	-3	1.1	-14
CCc1ccccc1N(C)S(=O)(=O)c1ccc2[nH]cc(C(=O)O)c(=O)c2c1	1	1	9	-1	-6	4	1807	0	1	-2
COc1ccc2c(c1OC)C(=O)N1C2SC[C@H]1C(=O)NC1CC(C)(C)NC(C)(C)C1 (stereo not given in full)	-2	1	-2	2	-4	8	1852	2	1	-2
COc1cc2nc(NC(=O)c3ccc(Cl)cc3)[nH]c(=O)c2cc1OC	-4	1	5	6	-15	4	1544	4	1.3	-30
CCN(CCn1cccn1)Cc1c(C(=O)N2C[C@@H](C)O[C@@H](C)C2)nc2ccc(Cl)cn12	-1	1	-2	2	-6	0	1585	-3	1.1	-14
CC1=C(C(=O)NCc2ccc3c(c2)OCO3)C2(CCC(C)CC2)OC1=O (stereo not given)	-4	1	-1	1	-12	-1	1552	-3	0.9	9
Cc1cc(C)c(C#N)c(N2CCOCC2)n1	-2	1	1	4	-8	10	1342	-1	1	1
Cc1ccsc1/C=C1/SC(=O)N(CC(=O)N2CCOCC2)C1=O	-2	1	10	-2	-7	2	1358	-1	1.1	-9
COc1cc(N2CCCC2)ccc1[N+](=O)[O-]	1	0.8	-2	0	20	2	1391	16	1.1	-11
Cc1nc(-c2coc3cc(O)c(C)cc3c2=O)cs1	-6	1	-2	-3	-5	12	1664	-4	0.9	7
CCOC(=O)C1CCN(C(=O)COC(=O)CCOc2ccc(C)cc2)CC1	-4	1	-1	9	4	0	1584	-1	1.1	-6
CCOC(=O)c1cc(-c2cccnc2)nn1-c1ccccn1	-2	1	2	-1	-6	14	1615	2	1.1	-9
Cc1ccc(-n2c(-c3ccc(Br)cc3)c[n+]3c2CCc2ccc4cccnc4c2-3)cc1	1	1	9	8	1	4	1498	-1	0.9	10
CCc1ccc(NC(=S)Nc2cc(C(=O)O)ccc2N2CC3CC(C2)c2cccc(=O)n2C3)cc1 (stereo not given)	-1	1	8	0	-7	0	1502	-5	1	-1
COc1ccc2c(c1)nc(NCCO)n2C	-1	1	2	1	-8	1	1625	-5	0.9	12
CC(=O)c1ccc(NC(=O)CSCCO)cc1	-1	1.1	2	0	-12	6	1394	-7	1	4
Cc1ccc(CN2C(=O)c3ccccc3C2C(=O)NCC2CCCO2)cc1 (stereo not given)	-7	1	-1	1	-8	5	1516	0	1	4
O=C(CCCn1c(=S)[nH]c2cc3c(cc2c1=O)OCO3)N1CCN(c2ccc(Cl)cc2)CC1	0	1	12	7	-10	3	1451	0	1.1	-11

Reprinted at random: 6 entries already listed, in no set order.
SMILES	Efa HMGR inh	TNAP act hi DEA	PPARg SRC-1 ag	PPARg SRC-3 ag	TNAP inh no acc	PPARg SRC2 recr	SRC2 TRFRET art	TNAP inh hi DEA	bIAP activator	bIAP inhibitor
COc1cc(-c2nnc(SCC(=O)N3c4ccccc4Sc4ccccc43)o2)cc(OC)c1OC	1	1	2	7	-2	-3	1583	0	0.9	15
COc1cc(N2CCCC2)ccc1[N+](=O)[O-]	1	0.8	-2	0	20	2	1391	16	1.1	-11
CCN(CCn1cccn1)Cc1c(C(=O)N2C[C@@H](C)O[C@@H](C)C2)nc2ccc(Cl)cn12	-1	1	-2	2	-6	0	1585	-3	1.1	-14
COc1cccc(OCC(Cn2c(C)nc3ccccc32)OC(C)=O)c1 (stereo not given)	-5	1.1	-6	1	-3	-4	1622	-8	1	-1
Cc1cc(C)c(C#N)c(N2CCOCC2)n1	-2	1	1	4	-8	10	1342	-1	1	1
O=C(CCCn1c(=S)[nH]c2cc3c(cc2c1=O)OCO3)N1CCN(c2ccc(Cl)cc2)CC1	0	1	12	7	-10	3	1451	0	1.1	-11

(further entries)
SMILES	Efa HMGR inh	TNAP act hi DEA	PPARg SRC-1 ag	PPARg SRC-3 ag	TNAP inh no acc	PPARg SRC2 recr	SRC2 TRFRET art	TNAP inh hi DEA	bIAP activator	bIAP inhibitor
Cc1cccc(NC(=O)C2Cc3ccccc3CN2C(=O)OCc2ccccc2)c1C (stereo not given)	-4	1	2	5	-38	4	1540	-4	1	0
CCOC(=O)C(C)Sc1nnc(Cc2cc(=O)[nH]c(=O)[nH]2)n1-c1cccc(OC)c1 (stereo not given)	1	1.1	2	-3	-17	-5	1587	-6	1	-2
Cc1ccnc(N2CCN(C(=O)CSc3nc4ccccc4nc3N3CCC(C)CC3)CC2)c1	-1	1	1	1	-10	4	1475	3	1.1	-12
C/C(=N\NC(=O)C1CC1)c1ccc2c(c1)OCCO2	-2	1	10	-1	-14	13	1608	-1	1	-3
C=C(C)C(=O)Nc1nnc(-c2ccccc2C)s1	-3	1	17	3	-8	5	1482	-3	1.2	-17
CCOC(=O)c1csc(NC(=O)CSc2nnnn2-c2cccc(OC)c2)n1	-4	1	6	-22	-8	1	1437	-2	0.5	/
CC1=C(C#N)CCC(=O)N1Cc1ccc(C)cc1	-2	1	6	8	-13	1	1645	-4	0.9	7
CC(C)N(Cc1nc(-c2ccc(Cl)cc2)no1)C(=O)CN(C)S(=O)(=O)c1ccc(Cl)cc1	4	1.1	-1	5	-4	3	1439	-6	0.9	13
COc1ccc(S(=O)(=O)N2CC3CCCN3c3cc(C(F)(F)F)ccc32)cc1 (stereo not given)	3	1	1	-3	-7	4	1617	-4	0.8	17
CC(=O)c1sc(NC(=O)COc2ccc(C(C)C)c(C)c2)nc1C	-7	1.1	2	2	-12	2	1606	-6	0.9	5
O=[N+]([O-])c1ccc(/C=N/N=C/c2ccc([N+](=O)[O-])o2)o1	0	1	0	-1	-4	9	1766	2	1.1	-12
Cc1ccc(C)c(NS(=O)(=O)c2c(C)ccc3nsnc23)c1	-6	1.1	4	0	-1	5	1630	-6	0.9	11
CCn1c(SCCOc2ccc(OC)cc2)nnc1C(CO)NC(=O)c1ccc(OC)cc1 (stereo not given)	0	1.1	-5	-2	-2	-4	1388	-5	1	1
c1ccc(Oc2nnc(-c3cccs3)c3ccccc23)cc1	-3	1	0	-1	15	-7	1495	2	1	4
CCC(c1nnnn1CCOC)N1CCN(c2cccc(C(F)(F)F)c2)CC1 (stereo not given)	2	1.1	5	1	-16	0	1712	-8	1	-3
Cc1ccccc1N=C1c2ccccc2C(=O)C1[N+](=O)[O-] (stereo not given)	-4	1.1	5	1	-5	2	1783	-6	1	2
COC(=O)c1cccc(NS(=O)(=O)c2ccc(OC)cc2)c1C	-12	1	0	-8	-4	4	1542	1	0.9	6
CCOC(=O)N1CCN(C(=O)C(NC(=O)C2CCC(C)CC2)C(C)C)CC1 (stereo not given)	-3	1	4	1	-8	6	1389	-1	1	4
Cc1noc(C)c1C(=O)OCC(=O)Nc1cccc(S(=O)(=O)N(C)C)c1	-3	1	2	1	-11	8	1638	0	1	-4
Cc1cc(C)n(-c2nc(Nc3ccccc3C(F)(F)F)nc(-n3nc(C)cc3C)n2)n1	0	1	2	13	-28	9	1442	-4	0.9	7
Cc1nc2ccccn2c1/C(O)=C1\C(=O)C(=O)N(CCN(C)C)C1c1cccnc1 (stereo not given)	0	1.1	1	5	-16	3	1411	-6	1	2
COc1ccc(N(CC(=O)N2CCc3ccccc3C2)S(=O)(=O)c2ccccc2)cc1	0	1.1	0	-1	-7	3	1761	-6	1	-1
CCOc1ccc(CCNC(=O)c2ccc(C)c(N3CCCC3=O)c2)cc1OCC	-4	1	4	-2	-12	2	1351	-1	1.2	-20
O=C(Cn1cccc1C(=O)c1ccccc1)NCc1cccs1	3	1	-1	7	-8	0	1697	-3	1	4
CC(C)N1CCC(N2CCN(Cc3cccnc3)CC2CCO)CC1 (stereo not given)	0	1	5	1	-7	5	1736	-3	1	-2
SMILES	Efa HMGR inh	TNAP act hi DEA	PPARg SRC-1 ag	PPARg SRC-3 ag	TNAP inh no acc	PPARg SRC2 recr	SRC2 TRFRET art	TNAP inh hi DEA	bIAP activator	bIAP inhibitor
Cc1ccc(C)c(NC(=O)c2c(Cl)nc3ccccn23)c1	0	1	-1	-2	-10	4	1672	0	1	-3
CNc1nnc(-c2ccncc2)s1	-3	1	7	8	-10	7	1544	-2	1	3
CCC1=NNC(=O)C(CC(=O)Nc2ccccc2)c2cc(OC)c(OC)cc21 (stereo not given)	-5	1	-1	-1	-7	-11	1364	1	0.5	/
CN(C)S(=O)(=O)N1CCCC(C(=O)c2ccc(-c3ccccc3)c(F)c2)C1 (stereo not given)	-2	1	5	2	-2	3	1489	-4	1.1	-8
c1ccc(Nc2nc(N3CCCC3)nc(N3CCCC3)n2)cc1	-4	1.1	0	7	-11	10	1542	-6	0.9	9
S=C(NC1CCCC1)N1CCOCC1	-4	1	-2	0	-8	0	1539	1	1	-2
Cc1ccc2c(c1)nnn2C1CCN(S(=O)(=O)c2ccc(C(=O)N(C)C3CCCCC3)cc2)CC1	1	1.1	11	-2	-10	7	1531	-10	1	-3
O=C(Nc1cccc([N+](=O)[O-])c1)c1ccc(N2CCCC2=O)cc1	0	1	15	2	-10	-1	1377	-5	1.1	-8
CCn1c(O)c(C2=c3ccccc3=NC2=O)c2cc(Br)ccc21	1	0.9	5	5	6	2	1551	5	0.9	12
CCOc1ccccc1-c1cc(-c2n[nH]c(=S)n2CC)c2ccccc2n1	-5	1	7	1	-6	9	1389	-2	0.9	10
CN(C)c1ccc(NS(=O)(=O)c2cccc(Cl)c2)cc1	0	1	9	3	-8	2	1579	1	1	2
CCOC(=O)Cn1c(-c2cccnc2Cl)nc2ccccc21	-3	1	7	7	1	3	1676	-2	1	4
CC(C)c1ccc(N(CC(=O)NCCSCc2ccco2)S(C)(=O)=O)cc1	-1	1.1	-4	-2	-12	-4	1532	-9	1.1	-14
O=C(NC(=S)Nc1ccc(S(=O)(=O)Nc2nccs2)cc1)c1ccc(F)c(F)c1	-4	1	-3	-2	14	1	1374	4	1	1
Cc1cccc2nc3ccccc3nc12	-4	1	1	5	-10	3	1529	-1	1.1	-5
CCOC(=O)Cc1csc(NC(=O)Cc2cccs2)n1	0	1.1	6	8	-16	4	1658	-10	0.9	9
